NOD1 NF-kB reporter: NOD1 signaling inhibitors, primary screen, cell-based, luminescence, uHTS (AID 1578); hit rate 1% among 290,000; one-dose inhibition, % at 4 µM; EC50 in µM for titrated hits; NOD1-driven NF-kB luciferase reporter cells, luminescence; higher % means a stronger effect; in the data active = inhibition mostly above about 36%, no sharp cut-off; inactive = mostly below about 34%;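 also: HEK-293T reporter cells stimulated with the NOD1 agonist gamma-tri-DAP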
KOR beta-arrestin-1: KOR antagonists, beta-arrestin recruitment, cell-based, luminescence, uHTS (AID 1778); hit rate 0.091% among 290,000; one-dose inhibition, % at 10 µM; IC50 in µM for titrated hits; Kappa-type opioid receptor (Homo sapiens); KOR beta-arrestin recruitment, luminescence, antagonist mode; higher % means a stronger effect; also: strong numbers were not always called active
LYP phosphatase: inhibitors of LYP phosphatase, biochemical, fluorescence intensity, uHTS (AID 1779). Tyrosine-protein phosphatase non-receptor type 22 (Homo sapiens). hit rate 0.054% among 290,000. recombinant LYP phosphatase, fluorescence intensity; higher % means a stronger effect. inhibition, % at 11.5 µM; hits with a dose series show IC50 in µM;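 also: plate controls were vehicle with enzyme for no effect and no enzyme for full effect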
NOD2 inhibition: NOD2 signaling inhibitors, cell-based, luminescence, uHTS, HEK293 (AID 1566). HEK293 NOD2/NF-kB luciferase reporter, luminescence; higher % means a stronger effect. inhibition, % at 4 µM, or EC50 in µM where a hit was titrated. hit rate 0.63% among 290,000; also: many of its hits are not listed in these tables
PhoP inhibition: inhibitors of PhoP regulon expression, primary screen, Salmonella Typhimurium, GFP reporter (AID 1863); S. Typhimurium PhoP-regulated promoter GFP reporter, 4 h; higher % means a stronger effect; inhibition, % at 50 µM; hits with a dose series show IC50 in µM; hit rate 0.16% among 300,000;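 active = inhibition over 29.93%, a cutoff 3 SD above the screen mean, later confirmed by dose response; inconclusive = inhibition over 29.93% but no dose response follow-up; inactive = inhibition at most 29.93% or unconfirmed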;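 also: 0% = low Mg2+ inducing control and 100% = high Mg2+ repressing control; strong numbers were not always called active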
HIV peptide binding: inhibitors of HIV fusion peptide binding, primary screen, biochemical, uHTS, fluorescence dequenching (AID 1986) | cell-free peptide binding, fluorescence dequenching, 30 min; higher % means a stronger effect | hit rate 0.3% among 290,000 | inhibition, % at 20 µM, or IC50 in µM where a hit was titrated; in the data active = inhibition mostly above about 52%, no sharp cut-off; inactive = mostly below about 76%; also: some results filed as inactive read as strong as hits
Myeloid diff MLP: induction of myeloid progenitor differentiation, primary screen, cell-based, flow cytometry, MLPCN library | ER-HoxA9 myeloid progenitors, lysozyme-GFP differentiation | calls only at 10 µM | hit rate 1% among 360,000 | AID 624256, 2012;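 active = normalized GFP-positive differentiation at or above the plate's own cutoff, the solvent-only control mean plus 3 SD; inconclusive = no clear call, values can overlap the other calls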;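 also: cells exposed to compound for four days before flow analysis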
KOR beta-arrestin-2: KOR agonists, beta-arrestin recruitment, primary screen, cell-based, luminescence, uHTS (AID 1777). Kappa-type opioid receptor (Homo sapiens). KOR beta-arrestin recruitment, luminescence; higher % means a stronger effect. one-dose activation, % at 10 µM; EC50 in µM for titrated hits. hit rate 0.02% among 280,000; in the data active = activation above about 50%, passing the limit was not always enough; also: a part of the inactive calls stands beside numbers as strong as those of hits
Siah-1 displacement: Siah-1 peptide-binding antagonists, primary screen, biochemical, fluorescence polarization, rhodamine-plectin, uHTS (AID 1817). Siah-1 / rhodamine-plectin peptide fluorescence polarization; higher % means a stronger effect. one-dose displacement, % at 20 µM; IC50 in µM for titrated hits. hit rate 0.02% among 290,000. E3 ubiquitin-protein ligase SIAH1 (Homo sapiens);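 active = displacement of at least 50% at 20 µM, with a fluorescence ratio check between 0.3 and a set limit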;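 also: plate controls were Siah plus tracer with DMSO for no effect and tracer alone without Siah for full effect; strong numbers were not always called active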
Myeloid diff MLP GFP+ MAC1+ %: recorded beside Myeloid diff MLP, whose call it bears; GFP+ MAC1+ double positive, %; measured here: differentiation confirmed by MAC1 staining
The depositor's hits bear a star; i = inactive; ? = inconclusive; . = not tested or not shown; [ ] = dose if it differs, or a comment. Rule as the data show it, unless noted: active = inhibition above about 50%; inactive = the rest.

SMILES	NOD1 NF-kB reporter	KOR beta-arrestin-1	LYP phosphatase	NOD2 inhibition	PhoP inhibition	HIV peptide binding	Myeloid diff MLP	Myeloid diff MLP GFP+ MAC1+ %	KOR beta-arrestin-2	Siah-1 displacement
CC(=O)N(Cc1ccco1)c1nc(C(=O)Nc2ccc(Cl)cc2)c(C)s1	-35%	33%	2%	-10%	5%	16%	i	0.5	2.4%	3%
O=C(Nc1cccc2ncccc12)c1cccc(F)c1	6%	-18%	3%	-5%	-1%	-2.0%	i	8.2	2.5%	9%
C1=Cc2ccccc2Nc2ccccc21	-7%	-4%	-6%	-7%	-6%	-0.7%	i	1.0	2.2%	-2%
O=C1C(c2ccc(F)cc2)N(Cc2ccc3c(c2)OCO3)C(=O)CN1C1CCCCC1 (stereo not drawn)	-19%	-6%	1%	7%	0%	-0.8%	i	0.6	3.3%	-1%
Cc1ccc(C)c(NC(=O)Nc2ccc3c(c2)OCO3)c1	-52%	-10%	-5%	-16%	-2%	-2.1%	i	0.9	6.4%	3%
O=C(CSc1ncn[nH]1)Nc1ccc([N+](=O)[O-])cc1Br	10%	3%	-4%	-4%	25%	-1.3%	i	0.7	-3.7%	-2%
Cn1c(NC(=O)c2ccco2)c(-c2ccccc2)c(=O)c2ccccc21	7%	17%	-6%	15%	-8%	-2.6%	i	0.6	8.9%	-6%
S=C(NCc1ccco1)N1CCN(c2nc(-c3ccc(Cl)cc3)cs2)CC1	7%	7%	11%	20%	0%	5.6%	i	0.5	3.7%	-5%
Cc1nnc(SC(C)C(=O)Nc2c(C)n(C)n(-c3ccccc3)c2=O)n1N (stereo not drawn)	15%	-2%	3%	7%	-1%	-2.4%	i	0.4	0.8%	-3%
O=C(c1ccc(Cl)cc1)c1cnc(Nc2ccccc2Cl)s1	-17%	-88%	6%	-158%	-4%	-2.3%	i	0.5	4.6%	0%
CCNS(=O)(=O)c1ccc(-c2ccc(-n3cnnn3)cc2)cc1	-11%	-17%	-7%	-3%	4%	2.1%	i	0.1	5.7%	6%
COc1ccc(CCN2C(=O)CC(Nc3ccc(N4CCOCC4)cc3)C2=O)cc1OC (stereo not drawn)	-10%	-6%	-3%	-3%	6%	13%	i	1.5	-4.9%	-3%
CCOC(=O)c1ccc(NC(=O)CCc2nc(-c3ccccc3Cl)no2)cc1	1%	3%	0%	18%	9%	-2.5%	i	0.6	-2.5%	-2%
CC(C)(CNC(=O)c1cccs1)CNC(=O)c1cccs1	-11%	8%	-3%	11%	-5%	-3.0%	i	1.5	6.1%	1%
O=C(/C=N/O)NCc1cccnc1	-2%	-2%	-4%	1%	-2%	4.3%	i	6.6	-2.7%	-6%
O=C(Nc1cccc(-c2csc(-c3ccccc3)n2)c1)c1cccs1	1%	-45%	6%	-42%	-12%	-2.0%	.	.	-3.5%	-3%
COc1ccc(C(=O)N2CC3(C)CC2CC(C)(C)C3)cc1OC (stereo not drawn)	-15%	12%	-3%	-12%	5%	-1.2%	i	0.4	-2.1%	-2%
C/C(=N\NC(=O)c1nn(C)c(C)c1Br)c1ccc(NC(=O)C2CCCC2)cc1	-38%	10%	-2%	3%	-5%	0.2%	i	0.4	2.8%	8%
COc1ccc2nc(Nc3sc4c(c3C(N)=O)CCCC4)sc2c1	-16%	3%	5%	-25%	-1%	18%	i	1.2	0.0%	-10%
COc1ccc(N(CC(=O)Nc2ccc(F)c(F)c2)S(=O)(=O)c2c(C)n[nH]c2C)cc1	-18%	-19%	-6%	-3%	-7%	2.0%	i	0.4	6.3%	10%
O=C(C(=O)N1CCc2ccccc2C1)c1c[nH]c2ccccc12	-34%	-3%[20 µM]	-7%	14%	-2%	1.6%	i	0.1	-4.9%	0%
Cc1cc(C(=O)Nc2cccc3ncccc23)no1	-6%	3%	-5%	18%	7%	0.0%	i	0.2	0.2%	2%
O=c1[nH]c(C2CCN(S(=O)(=O)c3ccc(C(F)(F)F)cc3)CC2)nc2c1nnn2Cc1cccc(F)c1	-9%	-3%	-1%	-3%	0%	-0.4%	i	0.3	-0.6%	2%
COC(=O)CC1(C(=O)OC)Oc2ccc(Br)cc2C(=O)N1c1cc(Cl)c(Cl)cc1Cl (stereo not drawn)	10%	8%	3%	-5%	-8%	0.3%	i	1.3	0.4%	2%
COc1cccc(C(=O)NCc2nnc(SCC(=O)Nc3nccs3)n2-c2cccc(C)c2)c1	3%	-6%	-4%	17%	1%	3.3%	i	1.5	13%	1%
Cc1cc(S(=O)(=O)Nc2ccc(C(=O)NCC(c3ccccc3)N(C)C)cc2)ccc1F (stereo not drawn)	-26%	-27%	-8%	-16%	3%	1.0%	i	0.9	4.3%	7%
COc1ccccc1N1CCN(C(=O)c2ccc(CS(=O)(=O)c3ccccc3OC)o2)CC1	-5%	-60%	2%	11%	3%	0.8%	i	0.9	-0.2%	-4%
Cc1cc(SCC(=O)N/N=C/c2cccnc2)nc2c(C)cccc12	-6%	-46%[20 µM]	-5%	0%	-9%	0.2%	i	0.2	-6.6%	-2%
C#CCNC(=O)C1=C[C@H](c2ccc(Br)cc2)C[C@H](OCCCCO)O1	-33%	-22%	-4%	8%	-9%	3.2%	i	2.2	-1.6%	1%
COC(=O)c1ccccc1NC(=O)c1sc(=S)n(C)c1N	-10%	-1%	-2%	16%	-10%	3.1%	i	0.5	8.7%	1%
C/C(=N\NC(=O)Cn1cnc2ccccc21)c1cccs1	-26%	.	-1%	12%	.	0.7%	i	0.1	.	1%
CCCCCc1ccc(-c2nnc(N)s2)cc1	-67%	-20%[20 µM]	-2%	-64%	8%	0.9%	i	0.5	.	20%
CCc1ccc(NC(=O)c2cnn(-c3ccccc3)c2C2CCNCC2)cc1	-19%	-33%	-5%	8%	-1%	0.6%	i	0.3	3.6%	-3%
CCS(=O)(=O)CCSc1nc2ccccc2o1	-34%	8%	-1%	-11%	9%	-2.4%	i	10	-0.2%	-2%
CS(=O)(=O)N1CCN(C(=O)C2c3ccccc3Oc3ccccc32)CC1	-18%	26%	2%	9%	0%	1.1%	i	6.4	-0.3%	0%
O=C(CN1C(=O)c2ccccc2S1(=O)=O)NCc1ccccc1Cl	-24%	12%	-8%	5%	8%	2.1%	i	3.4	-3.2%	1%
Cc1ccc(NC(=O)c2cc(C)on2)cc1	-56%	-9%	1%	-117%	11%	-2.2%	i	2.7	1.3%	-1%
Nc1nc(SCc2ccccc2Cl)ns1	-42%	9%	-3%	-7%	1%	0.1%	i	0.8	-4.1%	-4%
C/C(=N\NC(=O)c1ccc(NS(=O)(=O)c2cccs2)cc1)c1ccccn1	6%	-1%	-8%	15%	-8%	1.0%	.	.	6.4%	-6%
COc1ccc(C(CNC(=O)/C=C/c2c(Cl)nc3ccccn23)N(C)C)cc1 (stereo not drawn)	-13%	-22%	3%	-15%	6%	2.4%	i	0.3	5.4%	-6%
O=C(NCc1ccccc1)c1cc(-c2ccco2)on1	-30%	-15%	2%	-24%	7%	0.1%	i	8.2	-1.4%	0%
O=C(CSc1nnc(CNc2ccc(F)cc2)n1CC1CCCO1)N1CCOCC1 (stereo not drawn)	-17%	-82%	-11%	7%	.	-1.5%	i	0.5	-1.6%	-2%
C/C(N)=C(/C#N)C(=O)COC(=O)CNS(=O)(=O)c1ccc(C)cc1	-13%	-12%	-2%	5%	-5%	-0.7%	i	0.5	-1.5%	2%
CN(C)CCN(Cc1cccs1)c1ccccn1	-16%	8%	-3%	7%	1%	-0.1%	i	1.5	-2.4%	1%
CCOC(=O)c1sc(-c2ccccn2)nc1C	-53%	-6%	-4%	-32%	-3%	0.1%	i	0.7	1.4%	17%
Nc1cc(N)nc(SCC(=O)c2ccc3c(c2)NC(=O)CO3)n1	-20%	9%	1%	13%	8%	0.6%	i	0.3	0.2%	1%
C=CCn1c(SCC(=O)c2ccc(O)c(O)c2)nnc1-c1cccnc1	-4%	-4%	9%	-2%	-6%	26%	i	0.2	0.4%	24%
Cc1ccc(Cl)cc1N1CCN(C(=O)C(C)n2ncn3cccc3c2=O)CC1 (stereo not drawn)	-23%	6%[20 µM]	-3%	11%	.	-0.9%	?	.	-3.4%	0%

Ordered by count of non-hydrogen atoms (smallest number first): three of the compounds above
SMILES	NOD1 NF-kB reporter	KOR beta-arrestin-1	LYP phosphatase	NOD2 inhibition	PhoP inhibition	HIV peptide binding	Myeloid diff MLP	Myeloid diff MLP GFP+ MAC1+ %	KOR beta-arrestin-2	Siah-1 displacement
C1=Cc2ccccc2Nc2ccccc21	-7%	-4%	-6%	-7%	-6%	-0.7%	i	1.0	2.2%	-2%
O=C(CSc1nnc(CNc2ccc(F)cc2)n1CC1CCCO1)N1CCOCC1 (stereo not drawn)	-17%	-82%	-11%	7%	.	-1.5%	i	0.5	-1.6%	-2%
COc1ccc(N(CC(=O)Nc2ccc(F)c(F)c2)S(=O)(=O)c2c(C)n[nH]c2C)cc1	-18%	-19%	-6%	-3%	-7%	2.0%	i	0.4	6.3%	10%

Going on with the list:
SMILES	NOD1 NF-kB reporter	KOR beta-arrestin-1	LYP phosphatase	NOD2 inhibition	PhoP inhibition	HIV peptide binding	Myeloid diff MLP	Myeloid diff MLP GFP+ MAC1+ %	KOR beta-arrestin-2	Siah-1 displacement
Cc1cccc(CSc2nn3c(=O)c(C)nnc3s2)c1	-26%	3%	-2%	4%	13%	0.6%	i	0.4	-1.9%	1%
CCn1c(=O)c(CCC(=O)NCC2CCCO2)c(C)c2c(C)nn(-c3ccc(C)cc3)c21 (stereo not drawn)	27%	-24%	-8%	20%	4%	2.1%	?	.	0.0%	-4%
CC(C)(c1ccccc1)c1ccc(OCCCN2CCNCC2)cc1	-27%	-17%[20 µM]	-9%	-27%	11%	0.3%	i	0.3	-5.8%	0%
COC(=O)C1C(=O)CC(C)(O)C(C(=O)OC)C1c1ccc2c(c1)OCO2 (stereo not drawn)	-2%	-45%	-1%	8%	-3%	-1.6%	i	1.5	-2.4%	1%
COC(=O)c1ccc(OC)c(NS(=O)(=O)c2ccc(-n3cnnn3)cc2)c1	-5%	-29%	-7%	7%	-4%	-0.1%	i	1.4	4.9%	0%
O=C(/C=C/c1ccccc1Cl)c1ccccc(=O)c1O	20%	4%	-6%	-11%	40µM*	58%	i	1.6	-0.5%	54%
CCc1cccc(C)c1NC(=O)Nc1ccc2c(c1)OCO2	-11%	5%	-9%	10%	4%	-1.5%	i	0.5	-2.4%	1%
Cc1nc[nH]c(=O)c1Br	-21%	20%	-2%	6%	-5%	1.0%	i	0.1	-0.6%	0%
Cc1cc(CN(C)C(=O)c2ccc3nc(Cc4ccccc4F)oc3c2)n[nH]1	-14%	6%	-9%	18%	-5%	-0.9%	i	0.4	-7.2%	-4%
COc1ccc(OC)c(CCNC(=O)C2CCN(c3nnc(-n4cccc4)s3)CC2)c1	-1%	14%	1%	-11%	9%	1.1%	i	3.5	-5.3%	1%
CCc1noc(N)c1C(=O)Nc1ccc(Cl)cc1	-5%	-62%	-14%	-26%	-2%	-0.3%	i	1.1	1.6%	-3%

Assay outcomes as filed in PubChem BioAssay.

An excerpt, so the mix of outcomes need not match the whole.
